Glioma ERSR ind – induces the endoplasmic reticulum stress response in human glioma cells. U87-MG GRP78 promoter luciferase reporter, 16 h. Potency, µM, without a hit: at the top dose activation, actives largely listed as activators. 0.02% of 420,000 active. AID 602332; further: potency means the concentration at half of the fitted maximal effect; series mostly up to about 76 µM; % of control where 0% means no effect; nearly all actives have a fitted effect of over 35% in size
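ERSR induction read as luciferase luminescence (Bright-Glo, 10 min at room temperature) in stably transfected human U87-MG glioma cells exposed to compounds for 16 h, using GRP78 as sensor.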
LDHA inh – LDHA (human) enzyme inhibition; 0.15% of 480,000 active; P00338; purified LDHA, NADH/diaphorase-resazurin fluorescence; stronger effect = lower value; activity change, % (values are at about 110 or 230 µM); in the data active means activity change below about -30%; inconclusive means mostly about -25% to -30%;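 further: plate controls were DMSO wells for no effect and wells without enzyme for full effect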
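Human LDH5 at 2 nM final in Tris HCl pH 7.4 with 0.06 mM NADH and 0.2 mM pyruvate, reacted 5 minutes at room temperature. Remaining NADH coupled via diaphorase/resazurin; resorufin fluorescence read at 0 and 20 minutes, normalized to enzyme-free and DMSO wells.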
RXFP1 agonist – activates the human relaxin receptor RXFP1; AID 2676; Potency, µM (top dose mostly 57.5 µM), for inactives: top-dose activation, most hits filed as activators; 0.3% of 370,000 active; HEK293T-RXFP1 cAMP TR-FRET, 30 min; response scale: percent of porcine relaxin response, buffer zero; further: potency means the concentration at half of the fitted maximal effect; on the % scale 0 is the no-effect control and ±100 the full control effect; nearly all actives have a fitted effect of over 60% in size; many of its hits are not listed in these tables
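Agonist response is measured as cAMP accumulation in an RXFP1-transfected HEK293T line under PDE4 inhibition. Values are scaled between buffer-only and 29 nM porcine relaxin, and EC50s come from standard Hill equation fits.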
Vif-APOBEC3G blk – inhibitors of Vif-APOBEC3G interaction; HeLa A3G-eYFP + Vif (tagged APOBEC3G with the HIV-1 protein that degrades it), YFP fluorescence, overnight; Potency, µM (top dose mostly 46.1 µM), without a hit: at the top dose activity, negative = active, actives largely listed as inhibitors; 0.076% of 410,000 active;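 further: potency means the concentration at half of the fitted maximal effect; on the % scale 0 is the no-effect control and ±100 the full control effect; nearly all actives have a fitted effect of over 60% in size; hits raise eYFP signal because A3G escapes Vif-driven loss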
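Read-out is eYFP fluorescence (Ex 488/Em 500-530) from Vif-expressing HeLa A3G-eYFP cells; more signal means A3G escaped Vif-mediated degradation. Cells plated overnight, compound pinned in, incubated overnight at 37 deg C.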
Vif-A3F inh – blocks the Vif interaction with APOBEC3F; 0.2% of 390,000 active; AID 602313; HeLa A3F-eYFP + Vif (tagged APOBEC3F with the HIV-1 protein that degrades it), YFP fluorescence increase; Potency, µM (titrated, usually from 46.1 µM), inactives show at the highest dose activity, negative = active; further: potency means the concentration at half of the fitted maximal effect; % of control where 0% means no effect; nearly all actives have a fitted effect of over 65% in size
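HeLa cells stably expressing A3F-eYFP plus Vif, plated and incubated overnight at 37 deg C, then exposed to compounds overnight at 37 deg C. Blocked degradation read as raised yellow fluorescence (Ex 488/Em 500-530).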
PI4K2A inh – PI4K2A (human) kinase inhibition; activity change, negative = inhibition, % at 76.9 µM; Q9BTU6; 0.13% of 420,000 active; purified PI4K2A, ADP-Glo luminescence, 1 h; stronger effect = lower value; in the data active means activity change below about -50%; inconclusive means mostly about -30% to -49%;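 further: -100% = wells without enzyme as full effect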
Target sequence (Q9BTU6 whole entry, looked up): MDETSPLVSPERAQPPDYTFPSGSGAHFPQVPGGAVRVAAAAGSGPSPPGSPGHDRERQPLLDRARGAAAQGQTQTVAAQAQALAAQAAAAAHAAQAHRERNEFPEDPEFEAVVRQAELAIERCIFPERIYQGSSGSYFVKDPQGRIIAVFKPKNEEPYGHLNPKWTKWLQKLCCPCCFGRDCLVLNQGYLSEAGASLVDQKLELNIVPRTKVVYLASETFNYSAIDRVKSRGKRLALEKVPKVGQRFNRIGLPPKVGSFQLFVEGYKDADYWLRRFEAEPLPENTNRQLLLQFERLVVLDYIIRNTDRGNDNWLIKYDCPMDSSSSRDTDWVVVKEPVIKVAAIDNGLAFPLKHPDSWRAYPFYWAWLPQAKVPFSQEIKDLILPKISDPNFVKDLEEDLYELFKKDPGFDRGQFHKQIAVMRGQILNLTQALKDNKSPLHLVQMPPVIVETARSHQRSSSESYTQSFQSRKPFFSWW
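In this quantitative HTS, ADP production by PI4K2A was quantified luminescently after 1 h at ambient temperature; 100 microM adenosine served as plate-quality control.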
TrxR1 substrate – rat thioredoxin reductase 1 substrate activity. O89049. purified TrxR1 substrate turnover, NADPH consumption readout. Potency, µM (series often up to 114 µM), without a hit: at the highest dose activity change, negative = substrate turnover. 0.01% of 390,000 active; further: potency means the concentration at half of the fitted maximal effect; on the % scale 0 is the no-effect control and ±100 the full control effect; nearly all actives have a fitted effect of over 50% in size
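Rat TrxR1, dispensed at 90 nM, was prereduced with 400 uM NADPH (final) for 5 min at ~22 deg C, then incubated with compound 15 min before 400 uM selenite. A first-read NADPH fluorescence drop versus no-compound background flagged substrates.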
USP1 inh – USP1/UAF1 (human) deubiquitinase inhibition. recombinant USP1/UAF1, Ub-Rhodamine cleavage fluorescence. Potency, µM (top dose mostly 57.1 µM), for the others: top-dose activity change, negative = inhibition, hits mostly inhibitors. 0.23% of 390,000 active; further: potency means the concentration at half of the fitted maximal effect; on the % scale 0 is the no-effect control and ±100 the full control effect; nearly all actives have a fitted effect of over 60% in size; inactives centre near -12
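High-throughput fluorogenic screen: 1nM USP1/UAF1 complex, Ub-Rho substrate 150nM final, 50mM HEPES pH 7.8 with 0.5mM EDTA, 0.1 mg/ml BSA, 1mM TCEP and 0.01% Tween-20.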
IDH1 R132H inh – human IDH1 R132H inhibition; O75874; IDH1-R132H enzyme, NADPH consumption, diaphorase/resazurin fluorescence; Potency, µM (series often up to 76.6 µM), for the others: at the highest dose activity change, negative = inhibition, usual class: inhibitors; 0.093% of 390,000 active; AID 602179; further: potency means the concentration at half of the fitted maximal effect; on the % scale 0 is the no-effect control and ±100 the full control effect; nearly all actives have a fitted effect of over 65% in size
Target sequence (O75874 whole entry R132H, stated change not applied): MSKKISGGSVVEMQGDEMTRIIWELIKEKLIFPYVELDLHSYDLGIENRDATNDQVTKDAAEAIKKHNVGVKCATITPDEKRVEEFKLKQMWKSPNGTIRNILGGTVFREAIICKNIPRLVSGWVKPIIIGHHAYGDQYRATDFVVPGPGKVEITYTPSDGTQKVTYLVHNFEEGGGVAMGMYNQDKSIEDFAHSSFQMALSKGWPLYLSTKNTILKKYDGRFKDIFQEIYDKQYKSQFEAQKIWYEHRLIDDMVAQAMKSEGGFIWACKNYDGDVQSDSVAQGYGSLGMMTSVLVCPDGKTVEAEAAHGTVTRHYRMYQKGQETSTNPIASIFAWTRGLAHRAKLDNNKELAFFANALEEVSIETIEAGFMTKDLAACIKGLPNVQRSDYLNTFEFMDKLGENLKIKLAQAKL
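IDH1-R132H (0.5 ug/mL) preincubated 30 min with compound, then NADPH (0.016 mM) and alpha-KG (2 mM) added; 80 min at RT, pH 7.5. Remaining NADPH coupled via diaphorase/resazurin to fluorescence (540/590 nm); concentration-response curves normalized to no-enzyme control.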
* marks the source's active call; other numbers are inactive results; u = inconclusive; x = no result given; & = joins results of further samples; [ ] = another dose, or the depositor's remark. Unless noted, the call rests on the fitted dose curve; in most records, active means well fitted curve in the direction sought with a large enough effect; inconclusive means small, poorly fitted or top-dose-only effect, or another doubt; inactive means no such curve, though single readings can be large; an effect the other way counts as inactive or inconclusive. Some of the compounds tested; count on the stated rates, not on these rows.

Every second line gives: Glioma ERSR ind	LDHA inh	RXFP1 agonist	Vif-APOBEC3G blk	Vif-A3F inh	PI4K2A inh	TrxR1 substrate	USP1 inh	IDH1 R132H inh
> O=C(CSc1ccc2ccccc2n1)c1ccccc1
    6%	1	0.0%	0%	-3%	2	3%[57.1 µM]	-10%	6%
> CCOc1ccc(C(=S)NC2CCCCC2)cc1OCC
    2%	-2	0.6%	1%	-2%	-8	-5%	-6%	16%
> COc1ccc(NC(=O)CN2CCN(S(=O)(=O)c3ccc(Cl)cc3)CC2)cc1Cl
    -4%	-9	2.9%	0%	0%	-8	-15%	-17%	3%
> C=CCNC(=O)/C(C#N)=C/c1cn(-c2ccccc2)nc1-c1cccs1
    2%	-8	0.0%	0%	-8%	8	16%	-4%	0%
> CC1CC(=O)N(c2ccc(N(C)Cc3ccccc3)c([N+](=O)[O-])c2)C1=O (configuration not stated)
    1%	-7	-1.5%	-1%	0%	-5	6%	-9%	6%
> O=C(NCCCn1ccnc1)c1ccc(Br)cc1
    -4%	-5	0.5%	3%	-15%	-7	-2%	-12%	5%
> CC1(C)Cc2c(sc(/N=C/N3CCCC3)c2C#N)C(C)(C)N1
    -1%	2	2.4%	0%	-13%	-10	-9%	-14%	3%
> C/C(N)=C(/C#N)C(=O)COC(=O)C1=NN(c2ccccc2)C(=O)CC1
    4%	2	0.6%	0%	3%	1	8%	-20%	-6%
> Cc1ccc2c(CC(=O)Nc3ccc(S(=O)(=O)N4CCCCC4C)cc3)coc2c1 (configuration not stated)
    -2%	-1	0.1%	-3%	0%	-4	2%	-25%	1%
> O=C(O)CCC(=O)NCC1OCCc2ccccc21 (configuration not stated)
    -3%	-9	-1.2%	0%	-8%	6	8%	-14%	-10%
> Cc1nc2cccnc2n1-c1cccc(C(=O)NCc2cccc(Cl)c2)c1
    -2%	-8	7.0%	3%	1%	0	4%	-20%	-11%
> CCCCc1cc(=O)oc2cc(C)cc(OCC(=O)NCc3ccncc3)c12
    -5%	2	0.3%	-5%	0%	-3	85%[activator]	-21%	0%
> COc1ccc(-c2cc(-c3n[nH]c(=S)n3-c3ccccc3Cl)[nH]n2)cc1
    -1%	-5	-0.9%	-8%	-8%	4	-9%	-17%	-5%
> COc1ccc2[nH]c(=O)c(CN(Cc3cccs3)S(=O)(=O)c3cccc4nsnc34)cc2c1
    -1%	-3	0.0%	0%	1%	1	11%[57.1 µM]	-17%	-1%
> CC(=O)C1=C(O)C(=O)N(c2ccc(O)cc2)C1c1ccc([N+](=O)[O-])cc1 (configuration not stated)
    -3%	-5	-0.7%	0%	8%	1	-11%	-13%	0%
> COc1ccc(CCNC(=O)[C@@H](NC(=O)N2CCn3c2nc2ccccc23)C(C)C)cc1OC
    -4%	-3	-0.1%	1%	-6%	-1	-2%	-14%	-12%
> COc1cccc2cc(-c3nc(-c4cccs4)no3)c(=O)oc12
    0%	1	2.2%	-6%	3%	-4	11%[2.29 µM]	-6%	-5%
> COc1ccc(S(=O)(=O)n2nc(C)c(S(=O)(=O)N3CCCCCC3)c2C)cc1C
    0%	-7	1.2%	-1%	0%	-4	9%[57.1 µM]	u	19%
> Cc1ccccc1OC(C)C(=O)N1CCC(Cc2ccccc2)CC1 (configuration not stated)
    4%	0	2.9%	1%	1%	3	-5%	-19%	11%
> N#C/C(=C\c1cccnc1)c1nc2c(s1)CCCC2
    10%	-8	0.1%	1%	5%	1	2%	8%	6%
> COc1cc(NC(=O)c2cc(Cl)nnc2Cl)cc(OC)c1OC
    -5%	0	-3.3%	-3%	0%	2	0%	-5%	12%
> O=C(CSc1nnc2c(n1)[nH]c1ccc(F)cc12)NCc1ccc(F)cc1
    -2%	-9	2.5%	4%	-3%	-5	6%[57.1 µM]	-18%	-10%
> C=CCN1C(=O)C(C)(C)Nc2ccccc21
    -3%	0	-0.1%	0%	-11%	-4	-8%	-9%	2%
> CCN1CCCC1CNCc1cccc(OC)c1OCc1ccc(F)cc1 (configuration not stated)
    -2%	-3	-2.5%	1%	0%	-4	-11%	-3%	-2%
> COc1cc2[nH]c(=S)n(Cc3ccccc3)c(=O)c2cc1OC
    -3%	0	14%	-11%	-11%	7	3%[57.1 µM]	8%	-7%
> O=C(c1ccc2c(c1)N(Cc1ccccc1F)C(=O)c1ccccc1S2=O)N1CCCCC1 (configuration not stated)
    0%	-8	0.2%	-3%	-6%	0	-1%	-32%	-6%
> CCc1nc(SCc2ccc(F)cc2)[nH]c(=O)c1C#N
    0%	-9	-0.5%	6%	2%	3	2%	1%	9%
> Cc1ccc2c(=O)n3c(nc2c1)C(C)NC(=O)c1cccnc1-3 (configuration not stated)
    -5%	-3	x	-4%	-6%	6	x	-3%	10%
> CC(C)CC(=O)Nc1ccccc1N1CCN(c2ccc(F)cc2)CC1
    -3%	-3	-2.2%	2%	18%	-1	-3%[57.1 µM]	-18%	2%
> CCCn1cnc2c(cnn2-c2ccc(F)cc2)c1=O
    3%	-4	-0.2%	0%	2%	3	-6%	4%	7%

Other structures follow:
structure	Glioma ERSR ind	LDHA inh	RXFP1 agonist	Vif-APOBEC3G blk	Vif-A3F inh	PI4K2A inh	TrxR1 substrate	USP1 inh	IDH1 R132H inh
COc1cc(/C=C(/C#N)C(=O)NCc2ccccc2)cc(OC)c1OC	0%	-4	2.3%	-8%	4%	10	-6%	-4%	-1%
Cc1cc(C)n2nc(-c3sccc3-n3c(C)ccc3C)cc2n1	3%	-5	-1.5%	-8%	-9%	10	7%[57.1 µM]	-3%	0%
CCOC(=O)[C@H]1[C@H]2COc3ccc(OC)cc3[C@@H]2N2C(=O)c3ccc(C)cc3NC(=O)[C@@]12C	1%	-11	-1.1%	-1%	0%	5	0%	-15%	-3%
CCN1CCc2c(sc(N)c2C#N)C1	-6%	-1	5.4%	-5%	0%	0	17%[57.1 µM]	-16%	10%
CN(/C=C/C(=O)C(F)(F)C(F)(F)F)Cc1ccccc1	-4%	0	0.5%	1%	-4%	9	-2%	-23%	1%
COc1ccc(C2C(C(=O)Nc3cc(OC)c(OC)c(OC)c3)c3ccccc3C(=O)N2C)cc1 (configuration not stated)	-4%	-10	-2.1%	u	-18%	0	13%[57.1 µM]	-18%	-6%
Cc1cc(-c2n[nH]c(=S)n2-c2ccc(F)cc2)nn1C	-2%	-7	5.5%	-1%	-5%	7	4%	-1%	6%
Cc1cc(/C=C/c2ccnc3ccccc23)ccc1N	1%	3	x	10µM*	x	x	-9%	x	x

Part of the list above, with each value named.
N#C/C(=C\c1cccnc1)c1nc2c(s1)CCCC2
- Glioma ERSR ind: 10%
- LDHA inh: -8
- RXFP1 agonist: 0.1%
- Vif-APOBEC3G blk: 1%
- Vif-A3F inh: 5%
- PI4K2A inh: 1
- TrxR1 substrate: 2%
- USP1 inh: 8%
- IDH1 R132H inh: 6%
COc1cc(NC(=O)c2cc(Cl)nnc2Cl)cc(OC)c1OC
- Glioma ERSR ind: -5%
- LDHA inh: 0
- RXFP1 agonist: -3.3%
- Vif-APOBEC3G blk: -3%
- Vif-A3F inh: 0%
- PI4K2A inh: 2
- TrxR1 substrate: 0%
- USP1 inh: -5%
- IDH1 R132H inh: 12%
O=C(CSc1nnc2c(n1)[nH]c1ccc(F)cc12)NCc1ccc(F)cc1
- Glioma ERSR ind: -2%
- LDHA inh: -9
- RXFP1 agonist: 2.5%
- Vif-APOBEC3G blk: 4%
- Vif-A3F inh: -3%
- PI4K2A inh: -5
- TrxR1 substrate: 6%[57.1 µM]
- USP1 inh: -18%
- IDH1 R132H inh: -10%

Following part.
structure	Glioma ERSR ind	LDHA inh	RXFP1 agonist	Vif-APOBEC3G blk	Vif-A3F inh	PI4K2A inh	TrxR1 substrate	USP1 inh	IDH1 R132H inh
CC1(C)Cc2cccc(OCC(=O)N3CCN(S(=O)(=O)c4ccccc4)CC3)c2O1	-2%	-1	0.6%	-1%	6%	0	4%[57.1 µM]	2%	3%
Cc1nnc(NC(=O)c2ccc(-c3cccc(C(F)(F)F)c3)o2)s1	2%	-1	2.2%	-1%	-1%	-1	5%	-2%	-4%
Cc1cc(Br)cc(Cl)c1OCC(=O)N1CCN(C(=O)c2ccco2)CC1	-3%	-1&0	-0.2%	3%	0%	6	3%	-18%	-6%
CCOC(=O)CN1C(=O)N(c2ccc(C)c(C)c2)S(=O)(=O)c2ccccc21	-3%	-5	0.4%	2%	1%	2	-2%[57.1 µM]	-14%	1%
Cc1ccc(-c2noc(CCC(=O)N(C)c3ccccc3F)n2)cc1	0%	-2	-3.5%	3%	10%	-4	1%	-9%	-11%
Cc1cc(C)c(-n2c(O)c(C=NCCN3CCOCC3)c(=O)[nH]c2=O)c(C)c1	2%	0	-0.8%	0%	-8%	-10	-10%	-1%	0%
